OX1R antag-1: OX1R (HCRTR1) antagonists, primary screen, fluorescence, CHO/OX1R cells, Fluo-8 calcium, orexin A; Orexin/Hypocretin receptor type 1 (Homo sapiens), O43613; Fluo-8 calcium fluorescence; inhibition, % at 5 µM; actives 0.43% (n = 330,000); AID 434989, 2010;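 active = inhibition above its plate's threshold, mean inhibition of all tested compounds on the plate plus 3 SD, cut at about 37% in these data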;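 also: 0% = orexin A challenge wells and 100% = SB-334867-A antagonist wells; not every result past the cut was called active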
Target sequence (O43613 whole entry, looked up): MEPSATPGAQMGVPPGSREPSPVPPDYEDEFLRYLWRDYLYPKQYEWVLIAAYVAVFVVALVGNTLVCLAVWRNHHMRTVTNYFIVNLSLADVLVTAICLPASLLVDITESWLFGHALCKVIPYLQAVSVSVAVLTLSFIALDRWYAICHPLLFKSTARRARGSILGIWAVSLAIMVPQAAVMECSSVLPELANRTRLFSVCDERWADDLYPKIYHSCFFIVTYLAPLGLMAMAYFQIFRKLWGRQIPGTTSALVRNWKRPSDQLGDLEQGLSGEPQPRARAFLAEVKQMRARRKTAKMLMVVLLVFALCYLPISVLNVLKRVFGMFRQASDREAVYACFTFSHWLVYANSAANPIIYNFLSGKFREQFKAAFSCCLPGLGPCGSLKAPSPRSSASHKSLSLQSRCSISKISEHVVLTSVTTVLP
STK33 inh: inhibitors of purified STK33 kinase, primary screen, biochemical, ADP-Glo luminescence, homogeneous, cell-free; MBP phosphorylation; inhibition, % at 10 µM; actives 0.073% (n = 320,000);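 active = inhibition at or above 25%, using the most active replicate where run in duplicate; inactive = inhibition below 25%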
Target sequence (Q9BYT3 whole entry, looked up): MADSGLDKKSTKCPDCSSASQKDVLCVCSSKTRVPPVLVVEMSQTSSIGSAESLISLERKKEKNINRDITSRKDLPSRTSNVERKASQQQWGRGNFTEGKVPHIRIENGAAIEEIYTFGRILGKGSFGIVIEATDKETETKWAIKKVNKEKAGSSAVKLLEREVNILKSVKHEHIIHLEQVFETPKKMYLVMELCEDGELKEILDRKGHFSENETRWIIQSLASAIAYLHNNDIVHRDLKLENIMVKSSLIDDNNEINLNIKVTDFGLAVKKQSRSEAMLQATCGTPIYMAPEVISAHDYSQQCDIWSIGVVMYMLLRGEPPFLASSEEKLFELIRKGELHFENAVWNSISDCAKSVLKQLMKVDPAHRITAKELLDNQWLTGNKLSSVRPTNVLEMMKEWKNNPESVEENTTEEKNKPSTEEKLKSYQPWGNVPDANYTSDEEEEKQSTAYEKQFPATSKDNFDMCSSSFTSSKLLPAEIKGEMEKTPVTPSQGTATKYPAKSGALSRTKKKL
OX1R antag-2: antagonists of human orexin 1 receptor (OX1R). AID 485270, 2010. inhibition, % at 6.6 µM. OX1R-expressing cells, FRET antagonist read-out. Orexin/Hypocretin receptor type 1 (Homo sapiens), O43613. actives 1.8% (n = 330,000); in the data active = inhibition mostly above about 38%, no sharp cut-off; inactive = mostly below about 40%;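 also: 0% = agonist challenge alone and 100% = reference antagonist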
The depositor's hits bear a star; x = not tested or not shown.

SMILES	OX1R antag-1	STK33 inh	OX1R antag-2
COC(=O)C1=C(C)N(CCCC(=O)O)C(=O)NC1c1ccc(Br)cc1 (stereo not given)	-5	-1.1	3
Cc1ccc(NS(=O)(=O)c2ccc3[nH]c(=O)sc3c2)cc1	5	0.9	8
C=CCn1c(SCC(=O)Nc2nnc(CC)s2)nnc1-c1ccncc1	-2	-0.5	7
Cc1cccc(CC2SC(N)=NC2=O)c1 (stereo not given)	14	-0.4	7
COc1cccc(NC(=O)CN(C)C(=O)CN2C(=O)NC3(CCCC3)C2=O)c1	-19	-3.0	16
Cc1nn(C)cc1CN(C)C(=O)c1cc(COc2ccc(F)cc2F)on1	-8	-1.5	9
Cc1ccc(C)c(N2CCN(S(=O)(=O)CC34CCC(CC3=O)C4(C)C)CC2)c1 (stereo not given)	-22	-3.2	14
COc1ccc([C@H]2CC(=O)C=C(c3ccc(C)cc3)C2)cc1OC	-5	0.5	8
CC1CN(C(=O)c2ccc(COc3ccccc3Cl)o2)CC(C)O1 (stereo not given)	-14	-1.7	12
COC1=CC(=O)CC(C)C12Oc1cc(OC)cc(OC)c1C2=O (stereo not given)	-4	0.7	6
O=C(CN1CCOCC1)Nc1ccc(OC(F)(F)F)cc1	-6	0.0	20
Cc1c(C)c2ccc(OCC(=O)N[C@@H](Cc3ccccc3)C(=O)O)cc2oc1=O	-8	0.6	4
CCCOc1ccccc1Cn1c(=O)oc2ccccc21	-10	12	22
O=c1c(-c2ccc(O)cc2)coc2c(C3O[C@H](CO)[C@@H](O)[C@H](O)[C@H]3O)c(O)ccc12 (stereo not given in full)	-12	-0.7	19
NS(=O)(=O)c1ccc(N/C=C/C(=O)c2ccc(Br)cc2)cc1	-12	-0.2	10
CCc1ccc(NC(=O)CSC2=C(C#N)C(c3ccco3)C3=C(CCCC3=O)N2)cc1 (stereo not given)	-7	-0.5	30
N#CC1=C2SCC(O)(c3ccccc3)N2C(=O)CC1c1ccccc1F (stereo not given)	-29	-0.4	1
COc1ccc(CN(C)CC(O)COc2ccc(C(=O)c3ccccc3)cc2)c(OC)c1OC (stereo not given)	-33	-0.5	5
Fc1ccc(CNCc2ccc3c(c2)OCO3)cc1	-16	-1.4	4
COc1ccc(/C=N/N=C2/CC(C)(C)Cc3n[nH]c(=O)cc32)cc1	-3	-0.6	24
CC(=O)Nc1cccc(/C(C)=N/NS(=O)(=O)c2ccc(C)cc2)c1	-3	-3.0	3
Cc1ccc(F)cc1S(=O)(=O)Nc1cccc(C(=O)N2CCCC(C(N)=O)C2)c1 (stereo not given)	-4	-1.1	1
CCCN(CCC)c1cc(Cl)nc(N)n1	-8	-2.5	37
CNc1nc(Sc2ccccc2)cc(C(F)(F)F)n1	-2	0.8	15
CC(=O)c1sc(NC(=O)c2cc(-c3ccccc3)nn2-c2ccccc2)nc1C	-5	0.2	66*
COc1ccc(-c2c(C#Cc3ccsc3)c3cc(-c4ccc5cc[nH]c5c4)ccc3n2C)cc1	21	-1.9	3
CCN(Cc1ccncc1)C(=S)Nc1c(C)cccc1C	-12	-0.5	13
CCOc1ccccc1C(=O)N(Cc1cccs1)C1CCS(=O)(=O)C1 (stereo not given)	-12	-0.9	11
COc1ccc(S(=O)(=O)Nc2nnc(CC(C)(C)C)s2)cc1	0	-1.1	18
CN1C=CC=C/C1=C1/N=C(c2ccccc2)OC1=O	-7	-0.3	13
CCOc1ccc(-c2nn(-c3ccccc3)cc2/C=C2\SC(=S)N(C3CCS(=O)(=O)C3)C2=O)cc1 (stereo not given)	-18	0.1	4
Cc1cc(NS(=O)(=O)c2ccccc2)cc(Cl)c1O	-8	-0.9	18
COc1cccc2c1OCC(C(=O)NCc1ccc(Cl)cc1Cl)=C2	-17	-1.4	9
Cc1ccc(C)c(NC(=O)Cn2nc(-c3ccccc3)nc2-c2ccccc2)c1	-9	-1.2	5
Cc1oc(-c2ccccc2F)nc1CN1CCC(C(=O)NCc2cccnc2)CC1	-11	-1.2	17
COc1ccc(/C=N/Nc2cc(N3CCCC3)nc(N3CCCC3)n2)cc1	-15	-0.9	18

Rewritten in CSV form: part of the list above
smiles,OX1R antag-1,STK33 inh,OX1R antag-2
COc1ccc(/C=N/Nc2cc(N3CCCC3)nc(N3CCCC3)n2)cc1,-15,-0.9,18
COc1cccc2c1OCC(C(=O)NCc1ccc(Cl)cc1Cl)=C2,-17,-1.4,9

New compounds follow.
SMILES	OX1R antag-1	STK33 inh	OX1R antag-2
CCCN1CCN(C(=S)Nc2ccc(SC(F)F)cc2)CC1	-11	-0.3	12
Cc1cccc(C(=O)NNS(=O)(=O)c2ccccc2)c1O	-3	0.4	22
CCOC(=O)c1c(NC(=O)Cn2cnc3scc(-c4ccc(C)cc4)c3c2=O)sc(C)c1C	-19	-1.2	10
CCCN1CCN(CCCNC(=O)Cn2nc(-c3ccc(C)cc3)ccc2=O)CC1	-4	1.0	22
COC(=O)C1=C(C(=O)OC)[C@@H]2N(C)c3ccc(OC)cc3[C@@]23C[C@@H](C(=O)OC)N(C(=O)NC2CCCCC2)C3=N1	-29	-1.7	30
Cn1c(=O)c2c(nc(NCCO)n2CCc2ccccc2)n(C)c1=O	9	-0.5	0
COc1ccc(CCNC(=O)COC(=O)c2cc(S(=O)(=O)N3CCCC3)ccc2O)cc1	-18	x	1
COc1ccc(-n2c(Cc3cccn3C)nnc2SCC(=O)Nc2ccc3c(c2)OCCO3)cc1	-27	-1.5	4
NN=C(c1cccc([N+](=O)[O-])c1)c1cccc([N+](=O)[O-])c1	-11	0.6	10
O=C(Cn1cnc2c(OCc3ccccc3)ncnc21)NCCCc1ccccc1	-12	0.2	-5
O=C(COc1ncnc2ccc(Br)cc12)NCc1ccc2c(c1)OCO2	-28	-0.8	20
Cc1ccccc1CN1CCN(C(=O)c2cc(-c3ccncc3)nc3ccccc23)CC1	-32	2.8	16

Single records (already shown):
Cc1ccc(C)c(NC(=O)Cn2nc(-c3ccccc3)nc2-c2ccccc2)c1 is entered as OX1R antag-1: -9; STK33 inh: -1.2; OX1R antag-2: 5
CCCN1CCN(CCCNC(=O)Cn2nc(-c3ccc(C)cc3)ccc2=O)CC1 is entered as OX1R antag-1: -4; STK33 inh: 1.0; OX1R antag-2: 22
CNc1nc(Sc2ccccc2)cc(C(F)(F)F)n1 is entered as OX1R antag-1: -2; STK33 inh: 0.8; OX1R antag-2: 15

Printed as active in OX1R antag-2, among the entries above:
SMILES	OX1R antag-1	STK33 inh	OX1R antag-2
CC(=O)c1sc(NC(=O)c2cc(-c3ccccc3)nn2-c2ccccc2)nc1C	-5	0.2	66*

More compounds follow.
SMILES	OX1R antag-1	STK33 inh	OX1R antag-2
Fc1ccc(-n2cc(CNCCc3ccccn3)c(-c3ccccc3Cl)n2)cc1	-23	-1.5	26
Cc1ccc(-c2csc3nc(-c4ccncc4)[nH]c(=O)c23)cc1	-6	-1.1	29
CS(=O)(=O)Nc1ccc(C(=O)NCc2ccc3c(c2)OCO3)cc1	8	-0.2	10
CC1CCc2c(sc(NC(=O)COC(=O)c3ccc(O)cc3)c2C#N)C1 (stereo not given)	-25	-1.6	5
COC(=O)COc1ccc(S(=O)(=O)NCc2ccccn2)cc1	-7	-0.5	2
CCn1c(CCCOc2ccc(Cl)cc2Cl)n[nH]c1=S	-21	-1.0	21
COCCNC(=O)CNC(=S)N(CCCN1CCOCC1)Cc1cccs1	-6	-1.9	23
CCCCN(C(=O)CCC(=O)Nc1cc(C)on1)C(C(=O)NC1CCCC1)c1ccc(OC)cc1 (stereo not given)	-26	-1.2	28
Cc1nc2ncnn2c(N2CCN(C(=O)c3cccc(F)c3)CC2)c1C	-25	-0.8	25
COc1ccc(N(C(=O)c2ccc(S(=O)(=O)N3CCOCC3)cc2)C2C=CS(=O)(=O)C2)cc1 (stereo not given)	18	-0.8	2
Cc1noc(C)c1C(c1ccccc1)c1ccccc1	-11	0.5	15
CN(CCOc1ccc(Cl)cc1)C(=O)c1cc(-c2ccco2)nc2ccccc12	-13	-1.2	25
CSc1nc(-c2ccccc2)nc(SC)c1C(C)=O	-43	0.3	10
CCN(c1ccccc1)S(=O)(=O)c1ccc(C(=O)Nc2c(C)n(C)n(-c3ccccc3)c2=O)cc1	-6	-2.1	4
COc1cc(OC)cc(C(=O)NC(=S)N2CCN(c3ccc(C(F)(F)F)cc3[N+](=O)[O-])CC2)c1	-17	-1.2	20
CC(C)(C)C(=O)Nc1ccc(C(=O)Nc2cccnc2)cc1	-10	-0.8	13
COc1ccc(Cl)cc1NC(=O)CCCNC(=O)c1ccc(Cl)cc1	-9	-0.9	12
Cc1ncc(CO)c(CO)c1O	-12	-0.5	16
O=C(NC1CCCCC1)c1ccc2c(c1)OCCO2	-13	1.7	15
CCc1noc(C)c1C(=O)N1CCCSC1=Nc1ccccc1OC	-10	-0.8	10
CSCCC(NC(=O)c1ccccc1)C(=O)NCCc1ccccc1 (stereo not given)	-8	-2.2	31
NS(=O)(=O)c1ccc(NN=C2CCCCC2)c([N+](=O)[O-])c1	7	-1.0	73*
O=C(CN1CCN(S(=O)(=O)c2ccc(Cl)c(Cl)c2)CC1)N1CCCC1	-3	1.0	8
Cc1ccc(S(=O)(=O)CCC(=O)NCCc2ccccc2)cc1	-22	-1.4	9
CCOc1cc(N2CCOCC2)c(OCC)cc1NC(=O)COC(=O)c1ccccc1C	-16	-1.1	16
COc1ccccc1CCn1c(N)c(C#N)c2nc3ccccc3nc21	8	-1.3	28
CC1CCN(CCCCOc2ccc(C(C)(C)C)cc2)CC1	-13	0.4	4
Cn1cnc(S(=O)(=O)NCc2ccccc2)c1	10	x	10
CC(C)[C@H](NC(=O)OC(C)(C)C)c1nnc(SCC(=O)Nc2ccc(Br)cc2)o1	20	0.0	16
COC(=O)c1sc(N2C(=O)C(=O)/C(=C(/O)c3ccc(C)cc3)C2c2ccco2)nc1C (stereo not given)	-8	-1.1	13
CC(=O)N1c2ccccc2C(C)(C)C2CCC(C)CC21 (stereo not given)	-33	-1.0	26
Cc1ccc(C(=O)NC(=S)NNC(=O)CCN2CCOCC2)cc1	1	-0.6	9
Cc1ccc(CNC(=O)COC(=O)c2cnccn2)cc1	-14	-1.9	2
COc1cccc(-c2nn(C)c3sc(C(=O)NCCCN(C)Cc4ccccc4)cc23)c1	-15	1.3	8
CCC1=Nc2cc(C(=O)NCc3cccnc3)ccc2Sc2ccc(C)cc21	-18	-2.6	19
O=C(CSc1ncnc2c1oc1ccccc12)NCc1ccc(F)cc1	-8	0.8	7

3 entries from above, with values under each structure:
Every second line gives: OX1R antag-1, STK33 inh, OX1R antag-2
CCc1ccc(NC(=O)CSC2=C(C#N)C(c3ccco3)C3=C(CCCC3=O)N2)cc1 (stereo not given)
 : -7, -0.5, 30
N#CC1=C2SCC(O)(c3ccccc3)N2C(=O)CC1c1ccccc1F (stereo not given)
 : -29, -0.4, 1
COc1ccc(CN(C)CC(O)COc2ccc(C(=O)c3ccccc3)cc2)c(OC)c1OC (stereo not given)
 : -33, -0.5, 5

New compounds follow.
SMILES	OX1R antag-1	STK33 inh	OX1R antag-2
COc1ccc(C)cc1NC(=O)CN1CCN(C/C=C/c2ccccc2)CC1	-36	-0.7	6
CC(=O)c1sc(NC(=O)c2ccco2)nc1-c1ccccc1	-19	-0.9	29
FC(F)(F)c1cnc(-n2cc[nH]c2=S)c(Cl)c1	-6	0.6	14
O=C1CC(N2CCN(c3ccc(F)cc3)CC2)C(=O)N1c1ccc(F)cc1 (stereo not given)	-16	-0.7	3
C#CCOCCOCCOCCNc1nc(N2CCN(C(=O)C([C@@H](C)CC)n3cc(C(N)Cc4ccc(O)cc4)nn3)CC2)nc(N2CCN(C(=O)[C@H](CCC(=O)O)n3cc(C(N)CO)nn3)CC2)n1 (stereo not given in full)	-2	0.4	17
COc1ccc(C(C)=O)c(Oc2cc(NN3CCCCC3)c([N+](=O)[O-])cc2[N+](=O)[O-])c1	-25	-0.3	12
CCN1CCN(CCOCCOc2ccccc2-c2ccccc2)CC1	-26	0.4	9
CCOC(=O)N1CCC(NC(=O)C2CCCN(Cc3nc(-c4ccc(CC)cc4)oc3C)C2)CC1 (stereo not given)	-17	0.0	16
O=c1oc(CCCO)cc2ccc(C#Cc3ccsc3)cc12	55*	-3.2	42*
O=S(Cc1ccc(Cl)cc1)CC(O)COCc1ccc(Cl)cc1 (stereo not given)	-7	-1.5	8
Cc1nc(N2CCN(Cc3ccc4c(c3)OCO4)CC2)c2cc(-c3ccccc3)sc2n1	-17	0.3	38
COc1ccc(S(=O)(=O)NNC(=O)C23CC4CC(CC(C4)C2)C3)cc1[N+](=O)[O-]	-20	-0.2	12
CN(CC(=O)Nc1ccc(F)cc1)C(=O)C1CC(=O)N(Cc2ccccc2)C1 (stereo not given)	-10	-0.8	11
O=C1N(c2ccccc2)C[C@@H]2C[C@@H](c3cccc4c3OCO4)N3CCC[C@@]123	-5	-1.5	10

Compound activity as filed in PubChem BioAssay.
